# RNase H inhibition = RNase H inhibition, HIV 1 Gag Pol polyprotein, FRET biochemical assay, screening (AID 372); one-dose inhibition, % at 10 µM; IC50 in µM for titrated hits; actives 0.77% (n = 100,000); HIV-1 RT RNase H, FRET RNA/DNA substrate fluorescence; higher % means a stronger effect; in the data active = inhibition above about 50%
# * marks the source's active call; other numbers are inactive results.
canonical_smiles | RNase H inhibition
COc1ccc2ccccc2c1C=Nc1ccc(C(N)=O)cc1 | 11%
N/C(=N\OC(=O)c1cccc(Br)c1)c1ccc(Cl)cc1 | 6%
Cc1c(NC(=O)c2cccc([N+](=O)[O-])c2)c(=O)n(-c2ccccc2)n1C | 1%
CC1=C(C(=O)OCCc2ccccc2)C(c2coc3ccccc3c2=O)C2=C(CCCC2=O)N1 (stereo not given) | 6%
c1ccc(Oc2cccc(CN3CCN(C4CCCC4)CC3)c2)cc1 | 9%
COc1cc(OC)c(/C=C2\C(=O)NC(=S)N(c3ccc(C)cc3)C2=O)cc1Br | 4%
COc1ccc(C=Nc2ccc3nc(-c4ccccc4)[nH]c3c2)cc1 | 12%
Cc1cc(Cl)ccc1NC(=O)CN(c1cc(Cl)cc(Cl)c1)S(=O)(=O)c1ccccc1 | 19%
COc1ccccc1CC(=O)Nc1nccs1 | 14%
O=C(NNc1ccc([N+](=O)[O-])cc1[N+](=O)[O-])c1cc2ccccc2cc1O | 9%
O=C(Nc1ccc(Cl)c(-c2nc3ncccc3o2)c1)c1ccc(-c2ccc(Cl)cc2)o1 | 7%
CS(=O)(=O)N(Cc1ccc(C(=O)NCCSc2ccccc2)cc1)c1ccccc1 | 4%
Cc1c(Cl)c([N+](=O)[O-])nn1CC(=O)N1CCCC1 | 7%
COc1cc(OC)c(OC)cc1CN1CCN(Cc2cccc(C)c2)CC1 | 14%
NNC(=O)c1ccc(NS(=O)(=O)c2ccccc2)cc1 | 3%

# (further entries)
canonical_smiles | RNase H inhibition
O=C(NCCCN1CCOCC1)c1cc([N+](=O)[O-])cc([N+](=O)[O-])c1 | 11%
COc1ccc(Cl)cc1C(=O)Nc1ccccc1Br | 3%
CCCC1CCC(c2ccc(-c3nc(C4CCCCC4)no3)cc2)CC1 (stereo not given) | 0%
CCCCCCCCCCCCNC1CC(=O)NC1=O (stereo not given) | 22%
CCCC1=C(C(=O)OCC)C(c2ccc(OC)c(OC)c2)NC(=O)N1 (stereo not given) | 7%
CC(C)(C)C(=O)Nc1oc(-c2ccccc2)c(-c2ccccc2)c1C#N | 13%
CN1C(=O)/C(=C\c2ccc(Cl)c([N+](=O)[O-])c2)SC1=S | 0%
O=C(CSc1nc2c(c(=O)n1C1CCCCC1)C1(CCCC1)Cc1ccccc1-2)c1ccc(Cl)cc1 | 0%
COc1cccc(Nc2nc(Nc3cccc(OC)c3)c([N+](=O)[O-])c(N)c2[N+](=O)[O-])c1 | 1%
COc1ccc(N2C(=O)NC(=O)/C(=C/c3cccc(OCCOc4ccccc4)c3)C2=O)cc1 | 2%
COc1ccc(Cc2c(O)nc(N)[nH]c2=O)cc1 | 4%
CCOC(=O)c1c(C)n(CCc2ccc(OC)c(OC)c2)c2ccc(OC)cc12 | 12%
O=C(COC(=O)c1ccccc1NC(=O)c1ccccc1)c1ccc(Br)cc1 | 10%
COCCN1C(=O)C(=O)/C(=C(/O)c2ccccc2)C1c1ccccc1OC (stereo not given) | 11%
CCOc1ccc2nc(SCC(=O)NCc3cccc(C(F)(F)F)c3)sc2c1 | 25%

# The listing continues:
canonical_smiles | RNase H inhibition
CCN(CC)c1ccc(/C=C2/C(=O)NN(c3ccccc3)C2=O)cc1 | 9%
C/C(=N\Nc1ccc([N+](=O)[O-])cc1[N+](=O)[O-])C(C)(C)C(C(=O)O)C(=O)O | 9%
O=C(Nc1ccc(-c2ccc([N+](=O)[O-])cc2)cc1)c1ccco1 | 15%
COc1cc(Br)cc(CN2CCN(C=O)CC2)c1O | 7%
COc1ccccc1N1CCN(C(=O)c2c(-c3ccccc3)noc2C)CC1 | 0%
CCn1cc(C(=O)O)c(=O)c2cc([N+](=O)[O-])ccc21 | 10%
COc1ccc(S(=O)(=O)NCCc2ccccc2)cc1 | 3%
CCOC(=O)C(C)Oc1cc2oc(=O)cc(-c3ccccc3)c2cc1CC (stereo not given) | 17%
COc1ccc(-c2nc3ccccc3o2)cc1 | 8%
O=C(COc1ccc(Cl)cc1Cl)NS(=O)(=O)c1ccccc1 | 2%
CCc1ccc2oc(-c3ccc(NC(=O)c4ccccc4OC)cc3)nc2c1 | 13%
CN(C)c1ccc(/C=C2\C(=O)N(c3nc(-c4ccc(Cl)cc4)cs3)N=C2c2ccccc2)cc1 | 37%
O=C(O)c1cc(NC(=O)c2ccc3c(c2)C(=O)N(C2CCCCC2)C3=O)cc(C(=O)O)c1 | 13%
Cc1sc(/N=C/c2ccc(N(C)C)c([N+](=O)[O-])c2)c(C#N)c1C | 4%
Cc1ccc(C(C)(C)C)c(OCC(=O)Nc2ccc(C(=O)O)cc2)c1 | 0%

# Grouped by structure, the compounds so far containing an NH in an aromatic ring
canonical_smiles | RNase H inhibition
COc1ccc(C=Nc2ccc3nc(-c4ccccc4)[nH]c3c2)cc1 | 12%
COc1ccc(Cc2c(O)nc(N)[nH]c2=O)cc1 | 4%

# Next results:
canonical_smiles | RNase H inhibition
Cc1nnc(N/N=C/c2cccc(Br)c2)[nH]c1=O | 5%
NC(=O)c1ccc(N=Cc2cc([N+](=O)[O-])ccc2Cl)cc1 | 27%
O=C1C2ON(c3ccc(Cl)cc3)C(c3cccs3)C2C(=O)N1c1cccc(C(F)(F)F)c1 (stereo not given) | 13%
COc1ccc(C(=O)N/N=C/c2ccc(C(=O)O)cc2)cc1OC | 7%
COc1ccccc1C(=O)NNC(=O)COc1ccc(Cl)cc1Br | 8%
O=C(c1cc(F)c(F)cc1Cl)N1CCN(c2cc(N3CCCCC3)c(F)cc2[N+](=O)[O-])CC1 | 15%
COc1ccc(CN2CCCC(O)C2)cc1Br (stereo not given) | 8%
COc1ccc(NC(=O)c2c(OC)cccc2OC)c(OC)c1 | 0%
CC(C)COc1ccc(C(=O)N/C(=C/c2ccccc2)C(=O)NCC(=O)OCc2ccccc2)cc1 | 18%
O=c1[nH]c(Nc2nc3ccccc3o2)nc(O)c1Cc1ccccc1 | 6%
O=C1c2ccc(-c3nc4ccccc4c(=O)o3)cc2C(=O)N1c1ccc2c(c1)OCO2 | 10%
COc1cc(NC(=O)c2ccc(Cl)cc2)c(Cl)cc1NC(=O)C(c1ccccc1)c1ccccc1 | 14%
CN(C)c1ccc(/C=N/NC(=O)c2ccc(Cl)cc2)cc1 | 18%
O=C(Nc1ccc(-c2nc3ccccc3o2)cc1)c1cccs1 | 5%
O=C(Nc1ccccc1)c1cccc(S(=O)(=O)Nc2ccccn2)c1 | 7%

# New compounds follow:
canonical_smiles | RNase H inhibition
COc1cccc(C2NC(=O)NC(C)=C2C(=O)Nc2ccccc2Cl)c1 (stereo not given) | 1%
CCOC(=O)C(=O)N1CCN(c2ccccc2OC)CC1 | 8%
NC(=O)SCC(=O)Nc1ccc(Cl)cc1 | 0%
O=C(Nc1ccc(Cl)cn1)C(c1ccccc1)c1ccccc1 | 1%
COc1ccc(-c2csc(/C(C#N)=C/c3ccc(Br)o3)n2)cc1 | 19%
COc1ccc(/C=c2\sc3nc4c(C)cc(C)cc4n3c2=O)cc1OC | 12%
O=C(CSc1nnc(Cc2ccccc2)o1)c1ccc(Cl)cc1 | 17%
O=C1NC(=O)N(c2ccc(Cl)cc2)C(=O)/C1=C\c1ccc(N2CCCC2)cc1 | 20%
O=C(N/N=C/c1ccc([N+](=O)[O-])o1)c1cccc2ccccc12 | 3%
Cc1ccc(-c2ccc(/C=N\NC(=O)C3COc4cc5ccccc5cc4O3)o2)cc1Cl (stereo not given) | 0%
CCOP(=O)(OCC)C(Nc1ccc([N+](=O)[O-])cc1)c1c[nH]c2ccccc12 (stereo not given) | 12%
CSC1=C(C#N)C(c2ccc(Br)cc2)CC(=O)N1 (stereo not given) | 7%
COc1ccc(C2C(C#N)=C(N)Oc3c2c(C)nn3-c2ccccc2)cc1 (stereo not given) | 0%
NC1=NC(=O)/C(=C/c2ccc(OC(=O)c3ccco3)cc2)S1 | 7%
O=C(N/N=C/c1cc(Cl)cc([N+](=O)[O-])c1O)/C(=C/C=C/c1ccccc1)NC(=O)c1ccccc1 | 19%

# Going on with the list.
canonical_smiles | RNase H inhibition
O=C(Nc1ccc(Nc2ccccc2)cc1)c1ccc(Cl)c(Cl)c1 | 19%
CSc1ccccc1NC(=O)c1c(F)cccc1F | 0%
CCc1ccc(NC(=O)c2ccccc2Cl)cc1 | 7%
O=S(=O)(NCc1ccncc1)c1ccc2c(c1)OCCO2 | 8%
O=c1[nH]c(O)c(/C=C2\C=Nc3ccccc32)[nH]1 | 0%
CCOC(=O)C1=C(C)N=c2s/c(=C\c3ccc(SC)cc3)c(=O)n2C1c1ccc(Cl)cc1 (stereo not given) | 12%
C(=N\Nc1nnc2c(n1)[nH]c1ccccc12)/c1cccs1 | 3%
CCc1cc(C(=O)N/N=C/c2ccc(OC)c(O)c2)c2ccccc2n1 | 18%
O=C(CN(c1ccccc1F)S(=O)(=O)c1ccccc1)NCCSc1ccc(Cl)cc1 | 13%
O=C(c1ccccc1)c1cc(Cl)ccc1Nc1cc(-c2ccccc2)c2cc(Cl)ccc2n1 | 12%
COc1ccccc1C(=O)Nc1nc(-c2ccc(Br)cc2)cs1 | 5%
Cc1ccc(OCC(=O)Nc2cc(C)cc(C)c2)cc1 | 7%
CCCOC(=O)c1c(NC(=O)c2ccccc2OC)sc2c1CCC(C)C2 (stereo not given) | 8%
COc1ccc(C2/C(=C(\O)c3ccc(Cl)cc3)C(=O)C(=O)N2c2cccnc2)cc1 (stereo not given) | 3%
COc1cc(NC(=O)C/C(C)=N/NC(=O)c2ccoc2C)cc(OC)c1 | 5%

# Further results:
canonical_smiles | RNase H inhibition
O=c1cc(-c2ccccc2)c2ccc(OCc3ccccc3F)cc2o1 | 20%
Cn1c(=O)c(C(=O)Nc2ccc([N+](=O)[O-])cc2O)c(O)c2ccccc21 | 0%
Cc1ccc(-c2nc(N/N=C/c3ccncc3)c3ccccc3n2)cc1 | 13%
C#CCOc1ccc(/C=C2\C(=O)NC(=S)N(c3ccc(Br)cc3)C2=O)cc1 | 7%
CCOc1cc(/C=C2\SC(=S)NC2=O)cc(Cl)c1OCCOc1ccccc1Cl | 21%
Cc1cccc(OCC(=O)Nc2ccc(OCc3ccccc3)cc2)c1C | 0%
CC(CO)(CO)Nc1ccc([N+](=O)[O-])cc1[N+](=O)[O-] | 5%
COC(=O)c1cc(OC)cc([N+](=O)[O-])c1 | 18%
OCCNC(=S)Nc1ccc2nc3c4ccccc4c4ccccc4c3nc2c1 | 24%
COc1cc(/C=C2\C=C(c3ccc(Cl)cc3)OC2=O)cc(I)c1OC | 6%
S=c1[nH]nc(-c2ccc(Cl)cc2Cl)n1-c1ccc(Cl)cc1 | 32%
Cc1ccc(NS(=O)(=O)c2cc(Cl)ccc2Cl)cc1Cl | 38%
O=C(c1ccc(F)cc1)N1CCN(c2ccc(Cl)cc2)CC1 | 5%
O=C(NCCCNc1ccc([N+](=O)[O-])cc1)c1ccc(F)cc1 | 1%
O=C(Nc1nnc(-c2ccc(Cl)c(Cl)c2)s1)Nc1ccccc1F | 49%
COc1ccccc1C(=O)N=Nc1c(O)n(C)c2ccccc12 | 0%

# Of the compounds above, these have four or more nitrogen atoms.
canonical_smiles | RNase H inhibition
Cc1c(NC(=O)c2cccc([N+](=O)[O-])c2)c(=O)n(-c2ccccc2)n1C | 1%
O=C(NNc1ccc([N+](=O)[O-])cc1[N+](=O)[O-])c1cc2ccccc2cc1O | 9%
Cc1c(Cl)c([N+](=O)[O-])nn1CC(=O)N1CCCC1 | 7%
O=C(NCCCN1CCOCC1)c1cc([N+](=O)[O-])cc([N+](=O)[O-])c1 | 11%
COc1cccc(Nc2nc(Nc3cccc(OC)c3)c([N+](=O)[O-])c(N)c2[N+](=O)[O-])c1 | 1%
C/C(=N\Nc1ccc([N+](=O)[O-])cc1[N+](=O)[O-])C(C)(C)C(C(=O)O)C(=O)O | 9%
CN(C)c1ccc(/C=C2\C(=O)N(c3nc(-c4ccc(Cl)cc4)cs3)N=C2c2ccccc2)cc1 | 37%
Cc1sc(/N=C/c2ccc(N(C)C)c([N+](=O)[O-])c2)c(C#N)c1C | 4%
Cc1nnc(N/N=C/c2cccc(Br)c2)[nH]c1=O | 5%
O=C(c1cc(F)c(F)cc1Cl)N1CCN(c2cc(N3CCCCC3)c(F)cc2[N+](=O)[O-])CC1 | 15%
O=c1[nH]c(Nc2nc3ccccc3o2)nc(O)c1Cc1ccccc1 | 6%
COc1ccc(C2C(C#N)=C(N)Oc3c2c(C)nn3-c2ccccc2)cc1 (stereo not given) | 0%
O=C(N/N=C/c1cc(Cl)cc([N+](=O)[O-])c1O)/C(=C/C=C/c1ccccc1)NC(=O)c1ccccc1 | 19%
C(=N\Nc1nnc2c(n1)[nH]c1ccccc12)/c1cccs1 | 3%
Cc1ccc(-c2nc(N/N=C/c3ccncc3)c3ccccc3n2)cc1 | 13%
OCCNC(=S)Nc1ccc2nc3c4ccccc4c4ccccc4c3nc2c1 | 24%
O=C(Nc1nnc(-c2ccc(Cl)c(Cl)c2)s1)Nc1ccccc1F | 49%

# Not all compounds are listed; count on the stated rates, not on these rows.
